Statin myotox sup: suppressors of statin myotoxicity in C2C12 myotubes, primary screen, cell-based, single point, plate reader; rescue of ATP level, % at 7.49 µM; C2C12 myotubes + simvastatin, ATP luminescence, 48 h; scaled: DMSO 0, geranylgeraniol control 100; 330,000 compounds, 0.78% hits;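 active = mean ATP rescue above about 67%, or every replicate alone reaching that limit, limit read from the data, passing the limit was not always enough; inconclusive = no clear call, values can overlap the other calls; inactive = mean under the limit and some replicate under it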;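 note: myotubes were challenged with 10 µM simvastatin during compound exposure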
Cneo AK release: Cryptococcus neoformans cell lysis inducers, primary screen, AK release luminescence, single concentration; C. neoformans lysis, adenylate kinase release luminescence, 4 h; normalised: neutral wells 0, clomiphene wells 100; lysis activity, % at 15 µM; 360,000 compounds, 0.2% hits;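 active = mean lysis activity across replicates of at least 80%, whatever share of replicates individually reach that level; inactive = mean lysis activity below 80%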
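Material – Cryptococcus neoformans yeast cells · Quantity – 5 × 10^6 yeast cells/mL · Buffer or medium – YPD medium · Compound – single dose · Timing – 4 h static compound exposure, 37 °C, read 1 h post-reagent · Signal – adenylate kinase release luminescence · Read-out basis – lysis from increased AK signal · Benchmarks – Clomiphene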
S100A4 MyoIIA: inhibitors of S100A4-myosin IIA peptide binding, primary screen, biochemical, fluorescence polarization, TAMRA-MyoIIA peptide; Protein S100-A4 (Homo sapiens), P26447; inhibition, % at 10.7 µM; 360,000 compounds, 0.14% hits; AID 652163, 2013;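 active = mean inhibition of at least 70% across replicates, with every replicate also reaching that level; inconclusive = mean inhibition reaches 70% but some replicates fall short; inactive = mean inhibition below 70%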
Target sequence (P26447 whole entry, looked up): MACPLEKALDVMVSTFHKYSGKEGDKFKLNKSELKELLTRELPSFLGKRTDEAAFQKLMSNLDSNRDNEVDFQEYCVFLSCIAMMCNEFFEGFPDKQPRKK
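incubation = readout 5 min after mixing, signal stable up to 60 min | system = S100A4 monomer protein | buffer or medium = HEPES pH 7.2 with CaCl2, KCl, NaCl, DTT, Triton | benchmarks = neutral control DMSO, positive control TFP | also added = fluorescent myosin IIA peptide, 5 nM | compound dosing = one concentration per compound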
PGC1a acetyl inh: inhibitors of PGC1a acetylation signal, primary screen, cell-based, U2OS, AlphaScreen, inhibitor mode; 350,000 compounds, 0.17% hits; inhibition, % at 15.6 µM; AlphaScreen anti-acetyl-lysine; with virally co-expressed GCN5 acetyltransferase;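 active = every replicate shows inhibition of at least 40%; inconclusive = mean inhibition at least 40% but some replicate below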;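 note: 0% = neutral control wells and 100% = positive control wells; some results beyond the cut were filed as inactive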
SIRT5 block: SIRT5 desuccinylase inhibitors, primary screen, biochemical, fluorescence imaging, single point, set 5. NAD-dependent protein deacylase sirtuin-5, mitochondrial (Homo sapiens), Q9NXA8. Purified SirT5, succinyl-peptide AMC, trypsin-coupled fluorescence. inhibition, % at 15 µM. 330,000 compounds, 1.1% hits. AID 652115, 2013; in the data active = inhibition above about 15%; inconclusive = no clear call, values can overlap the other calls
Xi reactivation: activators of inactive X chromosome reactivation, primary screen, imaging, XiGFP fibroblasts, GFP high-content imaging, set 2; activation, % at 7.58 µM; XiGFP mouse fibroblasts, % GFP-positive cells imaging, 3 d; cells co-treated with 5-aza-dC sensitizer; scaled so ellipticine positive control = 100%; 360,000 compounds, 0.055% hits;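 active = mean normalized replicate activation at least 10% and every replicate at or above 10%; inconclusive = only one of the two criteria met; inactive = mean below 10% and not all replicates reach 10%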;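 note: 0% = median of on-plate neutral control wells and 100% = ellipticine 6 µM median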
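System: 68-5-11 XiGFP fibroblast line; Timing: 3 days compound exposure; Compound dosing: one concentration, pinned; Benchmarks: positive control ellipticine, 6 µM final; Buffer or medium: DMEM containing 5-aza-dC.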
ERAP1 HTS inh: human ERAP1 aminopeptidase inhibitors, primary screen, biochemical, single point, plate reader | inhibition, % at 10.7 µM | recombinant ERAP1, Leu-AMC fluorescence, 60 min | Endoplasmic reticulum aminopeptidase 1 (Homo sapiens), Q9NZ08 | 340,000 compounds, 0.15% hits | AID 652197, 2013;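 active = mean replicate inhibition of at least 30%, or all replicates individually reaching that 30% level; inactive = mean below 30% and not every replicate reaching it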;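 note: 0% = neutral control wells and 100% = L-leucinethiol positive control wells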
Target sequence (Q9NZ08 whole entry, looked up): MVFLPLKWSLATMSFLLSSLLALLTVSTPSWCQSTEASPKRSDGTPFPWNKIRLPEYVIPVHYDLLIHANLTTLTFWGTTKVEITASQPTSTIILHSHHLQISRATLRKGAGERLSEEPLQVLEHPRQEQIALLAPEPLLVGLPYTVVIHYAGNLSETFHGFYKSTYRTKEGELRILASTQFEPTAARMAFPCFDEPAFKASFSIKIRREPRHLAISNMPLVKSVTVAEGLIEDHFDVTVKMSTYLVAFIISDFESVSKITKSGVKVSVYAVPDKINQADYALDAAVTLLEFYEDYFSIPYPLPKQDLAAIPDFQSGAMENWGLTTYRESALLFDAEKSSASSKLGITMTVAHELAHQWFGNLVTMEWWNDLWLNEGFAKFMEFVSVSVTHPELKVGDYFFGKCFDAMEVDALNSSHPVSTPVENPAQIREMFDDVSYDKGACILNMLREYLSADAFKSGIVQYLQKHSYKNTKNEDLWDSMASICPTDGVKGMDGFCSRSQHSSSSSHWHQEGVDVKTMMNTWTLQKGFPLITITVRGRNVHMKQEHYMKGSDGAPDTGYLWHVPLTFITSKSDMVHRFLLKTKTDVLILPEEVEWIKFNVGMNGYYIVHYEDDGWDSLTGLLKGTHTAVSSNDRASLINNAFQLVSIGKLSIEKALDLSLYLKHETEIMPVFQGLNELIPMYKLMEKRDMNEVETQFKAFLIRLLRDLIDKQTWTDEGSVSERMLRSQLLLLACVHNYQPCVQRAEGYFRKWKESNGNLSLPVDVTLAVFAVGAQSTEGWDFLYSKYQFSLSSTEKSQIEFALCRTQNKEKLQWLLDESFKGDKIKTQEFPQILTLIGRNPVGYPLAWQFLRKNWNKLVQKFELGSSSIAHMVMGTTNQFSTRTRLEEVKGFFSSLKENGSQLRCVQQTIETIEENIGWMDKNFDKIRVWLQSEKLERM
LGR2 inh: inhibitors of bursicon-induced LGR2 CRE-luciferase signal, primary screen, cell-based, HEK293, CRE-luciferase reporter, bursicon stimulation | Drosophila bursicon receptor LGR2 (rickets) | bursicon-stimulated, 4 h | inhibition, % at 9.99 µM | 380,000 compounds, 0.35% hits;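 active = drop in luminescence signal, shown as inhibition above about 50% in the replicate tests, limit read from the data, passing the limit was not always enough; inconclusive = probably only some replicates passing the limit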;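 note: agonist challenge used bursicon conditioned medium at about half maximal strength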
* hit, by the source's call; ? = inconclusive; nt = no result given. These rows are one share of the data; count on the stated rates, not on these rows.

SMILES	Statin myotox sup	Cneo AK release	S100A4 MyoIIA	PGC1a acetyl inh	SIRT5 block	Xi reactivation	ERAP1 HTS inh	LGR2 inh
CC(C)(C)c1ccc(C#C[C@@H]2C=C[C@@H](O)[C@@H](COC(=O)Nc3ccccc3)O2)cc1	nt	nt	5	nt	nt	0.2	-2	0
C[C@@H]1CN([C@@H](C)CO)C(=O)c2cccc(NS(=O)(=O)c3ccccc3)c2O[C@H]1CN(C)S(=O)(=O)c1ccc(Cl)cc1	-32	-2	-2	4	-1	-1.2	-8	9
O=C(NCCCn1ccnc1)c1cc2c(s1)CCCC2	-1	-2	6	nt	13	0.0	5	-8
COc1ccc(CC(=O)N/N=C/c2c(C)n(C)c3ccccc23)cc1OC	nt	0	1	-18	-2	0.0	-8	-26
CCCCc1c(-c2ccc(F)cc2F)ncn1CCc1ccccc1OC	nt	nt	3	nt	1	0.0	2	26
CN1CCCCN2[C@H](CO)[C@@H](c3ccc(-c4ccccc4)cc3)[C@H]2C1	5	-1	1	-6	-1	0.0	-1	1
CCNC(=O)C1(C)CCCN(C(=O)c2cc3ccccc3s2)C1 (centres undefined)	12	0	-1	-10	nt	0.0	-2	10
COC(=O)C1=NN(C(=O)c2ccccc2)C(C)(O)C1 (centres undefined)	5	1	-3	10	nt	nt	-1	17
CCOC(=O)C1(COCc2ccccc2)CCCCC1=O (centres undefined)	-3	0	-1	0	-1	0.0	-8	-17
CNc1ccc(/C=C2\CSc3ccccc3C2=O)cc1[N+](=O)[O-]	11	nt	-1	1	1	0.3	-1	8
CCC1(C)OC(=O)N2CCc3c(C)[nH]c4c(C)ccc(c34)C21C (centres undefined)	-5	0	5	nt	0	0.2	6	35
COc1ccc(-c2ccc([C@H]3[C@@H](CO)N4C(=O)CN(C(=O)C5CCOCC5)C[C@@H]34)cc2)cc1	nt	nt	16	-10	0	0.0	2	6
CN(C)C(=O)C[C@@H]1C[C@H]2c3cc(NC(=O)Nc4ccc(C(F)(F)F)cc4)ccc3O[C@H]2[C@@H](CO)O1	-10	9	-1	3	-5	0.0	1	-13
CSCC[C@H](NC(=O)[C@@H]1Cc2c([nH]c3ccccc23)C2c3ccccc3C(=O)N21)C(=O)NCC1CCCO1 (some centres undefined)	11	-2	2	0	1	nt	-2	10
O=C(NCCCn1cccn1)C1CCC(=O)N(Cc2ccccc2F)C1 (centres undefined)	-9	1	2	4	-1	0.0	-3	6
O=C(NCCCN1CCOCC1)c1cccc(NS(=O)(=O)c2ccc(Br)cc2)c1	-3	2	-15	2	10	-0.1	1	-3
COCCn1cnc2c(c1=O)c1nc3ccccc3nc1n2/N=C/c1ccco1	8	nt	4	-1	-2	0.0	-1	4
CN1c2ccc(Br)cc2[C@H]2[C@H](CCN2C(=O)CN2CCOCC2)[C@H]1CO	24	0	11	-3	3	0.3	-2	-7
CN(C(=O)c1ccc(NC(=O)Cc2cccc(NC(=O)C3CCN(C(=O)C4CCC4)CC3)c2)cc1)C1CCCC1	-4	-1	-3	nt	nt	0.0	-3	7
Cn1c(N)c(C(=O)CSc2nnc(-c3ccccc3F)n2N)c(=O)n(C)c1=O	nt	-2	6	1	2	-0.1	2	13
Cc1ccc(CNC(=O)c2ccc3c(c2)S(=O)(=O)c2ccccc2C3=O)cc1	19	0	nt	9	nt	0.0	nt	13
COc1ccccc1-c1ccc([C@H]2[C@@H](CO)N3CCCCN(C(=O)c4cccnc4)C[C@@H]23)cc1	32	3	3	-2	3	0.2	-1	16
O=C(c1ccc(CS(=O)c2ccccc2Cl)o1)N1CCN(C2CCCCC2)CC1 (centres undefined)	0	0	0	25	2	0.1	-2	nt
COc1ccccc1-c1coc2c(CN3CCOCC3)c(O)ccc2c1=O	1	0	4	1	-16	0.1	10	nt
Cc1cc(/C=C(/C#N)c2nc3ccccc3[nH]2)c(C)n1-c1cc(C(=O)O)cc(C(=O)O)c1	nt	nt	-13	19	14	0.0	2	-41
O=C(C[C@@H]1C=C[C@H](NC(=O)C2CCOCC2)[C@H](CO)O1)NCC1CCCCC1	-1	0	-1	12	-2	-0.1	0	4
C=CCNc1nc2ccccc2nc1NS(=O)(=O)c1ccc(OC)cc1	11	1	-3	nt	-3	0.3	6	4
CC1(C)CC(=Cc2ccccc2[N+](=O)[O-])C(=O)c2ccccc21	4	-1	-2	11	-2	0.0	-7	-31
C[C@H](CO)N1C[C@H](C)[C@H](CN(C)C(=O)CCC(F)(F)F)OCCCC[C@H](C)Oc2ccc(N(C)C)cc2C1=O	1	-3	3	8	5	0.5	1	-17
Cc1noc(C)c1NC(=O)N(C)C[C@H]1Oc2c(NC(=O)c3cnccn3)cccc2C(=O)N([C@@H](C)CO)C[C@@H]1C	-11	-2	-16	-9	-1	0.3	-1	13
O=[N+]([O-])c1ccc(CNc2ccc(F)cc2)s1	?	-2	2	-3	-1	0.4	6	-10
CCOc1ccc(C2C3=C(CC(C)(C)CC3=O)N(CCCOC)C3=C2C(=O)CC(C)(C)C3)cc1OC	6	-2	-1	nt	-3	0.1	2	-2
O=C(CSc1nnc(-c2ccco2)o1)N1CCN(c2ccccc2)CC1	nt	nt	2	-4	-1	0.0	2	-11
CN(C)CC#Cc1ccc([C@H]2[C@H]3CN(C(=O)c4cccc(F)c4)CC(=O)N3[C@H]2CO)cc1	nt	nt	4	-3	-6	0.7	-1	0
Cc1ccc(Oc2ccc(OCC(=O)NC(CC(C)C)C(=O)O)cc2)cc1 (centres undefined)	nt	nt	-2	nt	2	0.1	1	9
C[C@@H]1CN([C@@H](C)CO)C(=O)c2cc(NC(=O)C3CCCCC3)ccc2O[C@@H](C)CCCCO[C@H]1CN(C)S(C)(=O)=O	3	nt	nt	-4	nt	-1.2	nt	1
Cc1cc(NC(=O)CSc2nnc(-c3ccncc3)n2-c2ccc(F)cc2)no1	nt	nt	-2	nt	-3	-0.1	-2	-2
Cc1ccc(OCCC(=O)OCC(=O)Nc2ccc(F)cc2)cc1	-7	0	0	2	2	0.3	-1	-9
Cc1ccc(NC(=O)C2CCCN2S(=O)(=O)c2ccc3c(c2)n(C)c(=O)c(=O)n3C)c(C)c1 (centres undefined)	4	1	-4	-3	0	-0.1	2	9
COC(=O)c1c(-c2ccc(C)cc2)csc1NC(=O)c1c(-c2ccccc2)noc1C	nt	nt	12	nt	-7	0.0	2	nt
COc1ccc(C=C(C(=O)c2ccccc2)c2ccccc2)cc1	nt	nt	0	nt	nt	0.7	-1	6
COc1ccc(NC(=O)Nc2ccc3c(c2)C(=O)N([C@H](C)CO)C[C@H](C)[C@H](CN(C)Cc2ccc(C(=O)Nc4ccccc4N)cc2)O3)cc1	nt	nt	-12	1	-1	-0.8	0	-3
NC(CCc1ccccc1)c1csc(Nc2ccc(C(=O)NCCCO)cn2)n1 (centres undefined)	1	3	2	-35	-3	0.2	-1	-9
Cc1noc(C)c1NC(=O)N[C@H]1C=C[C@H](CC(=O)N2CCCCC2)O[C@H]1CO	-4	-5	2	2	0	0.2	-2	23
Cc1ccc(S(=O)(=O)N(c2nc(N(C)C)nc(N(C)C)n2)n2cnnc2)cc1	0	0	0	-2	-5	nt	1	7
O=C(c1ccc2oc(Cc3ccc(Cl)cc3)nc2c1)N1CCCCC1CCO (centres undefined)	-10	-4	-2	0	-2	0.0	0	5
O=C(NCCCN1CCCC1=O)C1CCN(S(=O)(=O)c2c(Cl)cccc2Cl)CC1	nt	nt	-3	nt	-1	-0.1	0	-4
CN(C)CCCOC(=O)c1ccccc1Cl	0	-6	nt	3	nt	nt	nt	-10

Of the compounds above, these contain a COOH group:
SMILES	Statin myotox sup	Cneo AK release	S100A4 MyoIIA	PGC1a acetyl inh	SIRT5 block	Xi reactivation	ERAP1 HTS inh	LGR2 inh
Cc1cc(/C=C(/C#N)c2nc3ccccc3[nH]2)c(C)n1-c1cc(C(=O)O)cc(C(=O)O)c1	nt	nt	-13	19	14	0.0	2	-41
Cc1ccc(Oc2ccc(OCC(=O)NC(CC(C)C)C(=O)O)cc2)cc1 (centres undefined)	nt	nt	-2	nt	2	0.1	1	9

Next structures follow.
SMILES	Statin myotox sup	Cneo AK release	S100A4 MyoIIA	PGC1a acetyl inh	SIRT5 block	Xi reactivation	ERAP1 HTS inh	LGR2 inh
C[C@H]1CN([C@@H](C)CO)C(=O)c2ccccc2-c2ccccc2CO[C@H]1CN(C)C	nt	-3	-11	-29	1	-0.4	3	29
Cc1cc(C)nc(N/N=C2/CCCC/C2=C\c2ccccc2)n1	-9	6	1	9	2	0.1	14	7
CCCCCCCC(=O)Oc1ccc(C(=O)Nc2cc(C)on2)cc1	1	0	-8	2	-3	0.2	1	-2
CC(=O)c1ccc(N2CCN(S(=O)(=O)c3ccc4ccccc4c3)CC2)cc1	-2	-2	1	1	0	0.1	1	5
C[C@@H]1CN([C@H](C)CO)C(=O)Cc2cc(NC(=O)NC3CCCCC3)ccc2O[C@H]1CN(C)CC1CCCCC1	13	nt	-4	4	1	-1.3	0	8
C[C@@H]1CN([C@@H](C)CO)C(=O)Cc2cc(NC(=O)C3CC3)ccc2O[C@H]1CN(C)Cc1ccc(-c2ccccc2)cc1	16	19	-9	0	?	0.1	-2	-14
CCN1CCN(CC(O)COC(C)C)CC1 (centres undefined)	8	-3	nt	5	nt	nt	nt	8
Cc1ccc(C(=O)CCC(=O)N2CCN(c3ccc(F)cc3)CC2)cc1	-6	1	-2	nt	nt	0.2	nt	12

Another view of part of the listing above.
smiles | Statin myotox sup | Cneo AK release | S100A4 MyoIIA | PGC1a acetyl inh | SIRT5 block | Xi reactivation | ERAP1 HTS inh | LGR2 inh
C[C@H]1CN([C@@H](C)CO)C(=O)c2ccccc2-c2ccccc2CO[C@H]1CN(C)C | nt | -3 | -11 | -29 | 1 | -0.4 | 3 | 29
Cc1cc(C)nc(N/N=C2/CCCC/C2=C\c2ccccc2)n1 | -9 | 6 | 1 | 9 | 2 | 0.1 | 14 | 7
CCCCCCCC(=O)Oc1ccc(C(=O)Nc2cc(C)on2)cc1 | 1 | 0 | -8 | 2 | -3 | 0.2 | 1 | -2
CC(=O)c1ccc(N2CCN(S(=O)(=O)c3ccc4ccccc4c3)CC2)cc1 | -2 | -2 | 1 | 1 | 0 | 0.1 | 1 | 5
C[C@@H]1CN([C@H](C)CO)C(=O)Cc2cc(NC(=O)NC3CCCCC3)ccc2O[C@H]1CN(C)CC1CCCCC1 | 13 | nt | -4 | 4 | 1 | -1.3 | 0 | 8
